# Screening results as filed in PubChem.
# XIAP displacement: small molecules displacing peptide from XIAP – biochemical, IAP family, fluorescence polarization (AID 1018); displacement, % at 20 µM, or IC50 in µM where a hit was titrated; 0.007% of 200,000 active; XIAP BIR domain, fluorescence polarization peptide displacement; higher % means a stronger effect; in the data active means displacement above about 50%; further: a part of the inactive calls stands beside numbers as strong as those of hits
# LYP phosphatase: PTPN22 lymphoid phosphatase activity blockers – biochemical, fluorescence intensity, uHTS (AID 1779); 0.054% of 290,000 active; one-dose inhibition, % at 11.5 µM; IC50 in µM for titrated hits; recombinant LYP phosphatase, fluorescence intensity; higher % means a stronger effect;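 further: plate controls were vehicle with enzyme for no effect and no enzyme for full effect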
# NOD1 NF-kB reporter: NOD1 signaling inhibitors, primary screen, cell-based, luminescence, uHTS (AID 1578) | NOD1-driven NF-kB luciferase reporter cells, luminescence; higher % means a stronger effect | inhibition, % at 4 µM, or EC50 in µM where a hit was titrated | 1% of 290,000 active; in the data active means inhibition mostly above about 36%, no sharp cut-off; inactive means mostly below about 34%;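 further: HEK-293T reporter cells stimulated with the NOD1 agonist gamma-tri-DAP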
# human PMI inhibition: MPI enzyme activity inhibition – biochemical, fluorescence intensity, coupled assay, primary screen (AID 1209); purified PMI enzyme, coupled fluorescence intensity; higher % means a stronger effect; one-dose inhibition, % at 20 µM; IC50 in µM for titrated hits; 0.42% of 190,000 active;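 further: plate controls were DMSO vehicle for no effect and wells lacking substrate for full effect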
# KOR beta-arrestin-1: kappa opioid receptor activators – cell-based, luminescence, uHTS, primary screen (AID 1777); activation, % at 10 µM; hits with a dose series show EC50 in µM; KOR beta-arrestin recruitment, luminescence; higher % means a stronger effect; 0.02% of 280,000 active; in the data active means activation above about 50%, passing the limit was not always enough; further: a part of the inactive calls stands beside numbers as strong as those of hits
# human PMI inhibitors: MPI inhibition at elevated mannose 6-phosphate – biochemical, fluorescence intensity, high mannose 6-phosphate, primary screen (AID 1220); recombinant PMI enzyme, coupled fluorescence intensity; higher % means a stronger effect; inhibition, % at 20 µM, or IC50 in µM where a hit was titrated; 0.66% of 190,000 active
# NOD2 inhibition: NOD2 signaling inhibitors, cell-based, luminescence, uHTS, HEK293 (AID 1566); HEK293 NOD2/NF-kB luciferase reporter, luminescence; higher % means a stronger effect; one-dose inhibition, % at 4 µM; EC50 in µM for titrated hits; 0.63% of 290,000 active; further: many of its hits are not listed in these tables
# TNAP activation fold: human TNAP enzyme activators, primary screen, biochemical, luminescent, no phosphate acceptor, uHTS (AID 1001); purified TNAP, luminescent activation assay, no phosphate acceptor; higher activation fold means a stronger effect; activation fold at 20 µM; hits with a dose series show EC50 in µM; 0.03% of 200,000 active; in the data active means activation fold from about 3, or a potency from the dose series; inactive means the rest, 99 in 100 with activation fold below about 1.6; further: many of its hits are not listed in these tables
# KOR beta-arrestin-2: kappa opioid receptor blockers – cell-based, luminescence, uHTS (AID 1778); KOR beta-arrestin recruitment, luminescence, antagonist mode; higher % means a stronger effect; one-dose inhibition, % at 10 µM; IC50 in µM for titrated hits; 0.091% of 290,000 active; further: strong numbers were not always called active
# Numbers without * were called inactive; . = not tested or not shown; [ ] = another dose, or the depositor's remark. Unless noted, no stated cut-off is given here; in the data, active means inhibition above about 50%; inactive means the rest.
no.	XIAP displacement	LYP phosphatase	NOD1 NF-kB reporter	human PMI inhibition	KOR beta-arrestin-1	human PMI inhibitors	NOD2 inhibition	TNAP activation fold	KOR beta-arrestin-2	Compound
1	-1.6%	-1%	40%	.	.	.	20%	1.1	-53%[20 µM]	CCn1nc(C)c(CN2CCCC(C(=O)c3cccc(OC(C)C)c3)C2)c1C (stereo not given)
2	.	-7%	-35%	.	4.2%	.	14%	.	-26%	CN(C)C(=O)c1ccc(NS(=O)(=O)c2ccc3c(c2)OCCO3)cc1
3	-7.7%	-7%	-1%	-1%	7.7%	-8%	-1%	1	-92%	Cc1ccc(CCn2c3c(c4ccccc42)CN(C)CC3)cn1
4	2.3%	1%	38%	1%	2.2%	14%	-8%	1.1	29%	O=C(CN1C(=O)CCC1=O)Nc1nc(-c2nc3ccccc3s2)cs1
5	.	-6%	-13%	.	-3.3%	.	2%	.	-11%	Cc1ccc(S(=O)(=O)N[C@@H](Cc2ccccc2)C(=O)N2CCC(C(=O)N[C@@H](CCC(N)=O)C(=O)O)CC2)cc1
6	-10%	-5%	-31%	39%	-1.0%	31%	-99%	1.1	14%	Cc1ccc(-n2nc3ccc(N)cc3n2)cc1
7	-3.5%	-4%	36%	-3%	3.8%	-5%	4%	1	-23%	CCC(=O)OCC(=O)c1c(N)n(Cc2ccccc2)c(=O)n(C)c1=O
8	-12%	-2%	-29%	0%	0.4%	-1%	-8%	1.1	-6%	CCOc1ccc(CN2CCN(Cc3cnn(CC)c3C)CC2CCO)cc1 (stereo not given)
9	-2.9%	-7%	.	6%	-0.2%	4%	10%	1.1	-2%	CCN(CC)C(=S)SCC(=O)Nc1ccc(F)cc1
10	-7.7%	1%	-24%	21%	-6.2%	12%	6%	0.9	5%	CCOc1ccc(NC(=O)COC(=O)C23CC4CC(CC(C4)C2)C3)c([N+](=O)[O-])c1
11	.	-5%	-9%	.	-4.9%	.	-5%	.	16%	N#CC(C(=O)c1ccccc1)=C1SCCS1
12	-3.3%	-2%	-31%	-1%	1.4%	5%	11%	1.1	30%	CCOc1ccc2nc(C)cc(Nc3ccc(N4CCOCC4)cc3)c2c1
13	-8.3%	2%	2%	16%	3.1%	13%	14%	1	-15%	CCOC(=O)CNC(c1ccccc1)c1cc(Br)ccc1NC(=O)OCC (stereo not given)
14	.	-8%	9%	.	-5.7%	.	15%	.	-2%	Cc1cc(OC(=O)c2ccccc2F)c([N+](=O)[O-])c(=O)[nH]1
15	-0.6%	-1%	-11%	4%	1.6%	-4%	23%	1.1	-10%	Cc1ccc(NC(=O)c2ccc(N3C(=O)C4CC=C(Cl)CC4C3=O)cc2)cc1 (stereo not given)

# Continued, starting with the last four of the part before.
no.	XIAP displacement	LYP phosphatase	NOD1 NF-kB reporter	human PMI inhibition	KOR beta-arrestin-1	human PMI inhibitors	NOD2 inhibition	TNAP activation fold	KOR beta-arrestin-2	Compound
12	-3.3%	-2%	-31%	-1%	1.4%	5%	11%	1.1	30%	CCOc1ccc2nc(C)cc(Nc3ccc(N4CCOCC4)cc3)c2c1
13	-8.3%	2%	2%	16%	3.1%	13%	14%	1	-15%	CCOC(=O)CNC(c1ccccc1)c1cc(Br)ccc1NC(=O)OCC (stereo not given)
14	.	-8%	9%	.	-5.7%	.	15%	.	-2%	Cc1cc(OC(=O)c2ccccc2F)c([N+](=O)[O-])c(=O)[nH]1
15	-0.6%	-1%	-11%	4%	1.6%	-4%	23%	1.1	-10%	Cc1ccc(NC(=O)c2ccc(N3C(=O)C4CC=C(Cl)CC4C3=O)cc2)cc1 (stereo not given)
16	.	3%	-2%	.	8.2%	.	23%	.	-2%	COc1ccc(N(C)C(=O)c2cc3c(s2)-c2c(C)cccc2OC3)c(OC)c1
17	-6.2%	-4%	-3%	-1%	-13%	1%	-9%	1.1	13%	Cc1nnc(SCCc2ccccc2)[nH]c1=O
18	-4.5%	-12%	-2%	-19%	4.0%	-51%	10%	1.1	-15%	O=C1CCN(C(=O)Nc2cccc(Cl)c2)N1
19	.	-5%	-22%	.	3.5%	.	12%	.	2%	C=CCOc1ccc(C2/C(=C(\O)c3ccc4c(c3)CC(C)O4)C(=O)C(=O)N2CCN2CCOCC2)cc1OCC (stereo not given)
20	0.0%	-10%	-44%	5%	7.1%	0%	-17%	1.1	1%	O=C(OCC(=O)N1CCc2ccccc21)c1ccccc1
21	-5.5%	-3%	12%	-7%	3.8%	-3%	19%	0.7	0%	CN(C)c1cccc(C(=O)n2cc(C(=O)c3cc(F)ccc3O)cn2)c1
22	-3.0%	1%	-32%	3%	5.4%	4%	1%	1.1	-3%	CCOC(=O)c1sc(C)c2c(=O)n(CCc3ccccc3)nnc12
23	.	-16%	4%	.	-3.6%	.	13%	.	11%	O=C(Cc1ccc([N+](=O)[O-])cc1)Nc1cccnc1
24	-0.9%	1%	-38%	5%	-1.1%	-2%	-5%	1.1	-14%	O=C(Nc1ccc2nc(-c3ccccc3)[nH]c2c1)c1cccs1
25	.	-12%	-21%	.	-0.4%	.	4%	.	-47%	CN(C(=O)c1nn(C)c2c1CS(=O)(=O)c1ccccc1-2)c1cccc(Cl)c1
26	.	-10%	3%	.	0.7%	.	-11%	.	-24%	O=C(NCc1n[nH]c(=S)n1-c1cccc(C(F)(F)F)c1)c1ccc(S(=O)(=O)N2CCCCC2)cc1
27	.	1%	-11%	.	-5.1%	.	-2%	.	-8%	CCOc1ccccc1Nc1nc2ccc(C)cc2n2cnnc12
28	-6.1%	-5%	-1%	7%	-6.0%	-1%	17%	1	31%	O=C1C2CCCN2C(c2ccc(F)cc2)N1c1ccc(Cl)cc1 (stereo not given)
29	-0.7%	-4%	-3%	30%	-4.2%	24%	3%	1.1	-10%	O=C(Nc1ccc2nsnc2c1)N1CCCCC1
30	.	-1%	-4%	.	8.8%	.	9%	.	-20%	Cc1cc(NC(=O)c2cccc3c2C(=O)N(C2CCCCC2)C3)ccc1Br

# Other records:
no.	XIAP displacement	LYP phosphatase	NOD1 NF-kB reporter	human PMI inhibition	KOR beta-arrestin-1	human PMI inhibitors	NOD2 inhibition	TNAP activation fold	KOR beta-arrestin-2	Compound
31	-0.3%	-3%	-35%	2%	1.5%	0%	-1%	1.1	-17%	Cc1ccc(NC(=O)Cn2cc(S(=O)(=O)c3ccccc3)c(=O)c3cc(F)ccc32)cc1
32	.	-10%	4%	.	-2.7%	.	24%	.	-47%	Cc1cccc(NC(=O)c2ccc(F)c(S(=O)(=O)N3CCC4(CC3)OCCO4)c2)c1
33	.	-7%	-5%	.	5.5%	.	4%	.	-35%	CC1CN(C(=O)Cn2cc(S(=O)(=O)CC(=O)N(C)c3ccccc3)c3ccccc32)CC(C)O1 (stereo not given)
34	.	-12%	-21%	.	-3.9%	.	-4%	.	16%[20 µM]	CC[C@@H](C)[C@H](CN[C@H](CNC)C(C)C)NC[C@@H](C)c1ccc(CC(C)C)cc1
35	-8.3%	1%	29%	13%	-2.2%	6%	-14%	1	-8%	O=[N+]([O-])c1ccc(N2CCC(=NOCc3ccc(Cl)cc3)CC2)cc1
36	-7.9%	3%	-22%	18%	20%	14%	-14%	1.1	9%	CCOc1ccc(Cn2nnc(C(=O)Nc3cc(C)cc(C)c3)c2N)cc1
37	-6.8%	2%	4%	11%	-1.6%	-6%	3%	1.1	25%	COc1cc2nc(=S)n3[nH]c(COc4ccccc4C)nc3c2cc1OC
38	-9.1%	-32%	-15%	11%	-2.8%	19%	9%	1.1	-9%	O=c1oc2cc(O)ccc2c2oc3cc(O)ccc3c12
39	.	-2%	-12%	.	-0.5%	.	-3%	.	-8%	CCCOc1ccc(Cc2c(O)nc(N)[nH]c2=O)cc1C
40	-12%	5%	1%	-5%	.	-5%	-19%	1.2	25%	OCCCc1nc2ccccc2n1CCOc1ccccc1
41	-0.3%	-1%	-18%	13%	-1.9%	10%	3%	0.9	-23%	CCOC(=O)CCc1c(C)nc2cc(-c3ccccc3OC)[nH]n2c1=O
42	.	-9%	23%	.	-2.5%	.	-46%	.	16%	O=C1Nc2ccccc2/C1=C/c1ccnc2ccccc12
43	-3.2%	-3%	-39%	2%	.	3%	8%	1	-51%[20 µM]	Cc1ccccc1CC1(CO)CCCN(C(=O)c2cc(-c3ccccc3)no2)C1 (stereo not given)
44	-13%	-1%	5%	3%	-1.1%	2%	11%	1.1	7%	CCOC(=O)c1oc2ccccc2c1NC(=O)c1ccc(S(=O)(=O)N(C)C)cc1
45	.	-5%	17%	.	-0.7%	.	15%	.	-64%[20 µM]	O=C(CNC(=O)c1[nH]cnc1C(=O)NC(c1ccccc1)c1ccccc1)OCc1ccccc1
46	-2.2%	-7%	-3%	-8%	0.0%	-7%	17%	1	17%	c1ccc(-n2c(-c3ccncc3)nnc2-c2cccs2)cc1
47	-8.2%	1%	10%	9%	5.1%	10%	1%	1	-6%	CCCCC(=O)Nc1ccc(C(=O)NNC(=O)CCc2ccccc2)cc1
48	.	-6%	10%	.	5.3%	.	1%	.	-18%	O=C(NCc1ccco1)c1cc(S(=O)(=O)N2CCOCC2)ccc1Br

# 3 entries out of the list above, sorted by their value in LYP phosphatase, lowest first.
no.	XIAP displacement	LYP phosphatase	NOD1 NF-kB reporter	human PMI inhibition	KOR beta-arrestin-1	human PMI inhibitors	NOD2 inhibition	TNAP activation fold	KOR beta-arrestin-2	Compound
42	.	-9%	23%	.	-2.5%	.	-46%	.	16%	O=C1Nc2ccccc2/C1=C/c1ccnc2ccccc12
33	.	-7%	-5%	.	5.5%	.	4%	.	-35%	CC1CN(C(=O)Cn2cc(S(=O)(=O)CC(=O)N(C)c3ccccc3)c3ccccc32)CC(C)O1 (stereo not given)
31	-0.3%	-3%	-35%	2%	1.5%	0%	-1%	1.1	-17%	Cc1ccc(NC(=O)Cn2cc(S(=O)(=O)c3ccccc3)c(=O)c3cc(F)ccc32)cc1

# Some of the compounds tested, so the mix of outcomes need not match the whole.
